miR122 inh = miR-122 Renilla sensor signal increase in Huh7, primary screen, miR-122 inhibitor project, cell-based, single point, plate reader; Huh7 miR-122 Renilla luciferase sensor, 48 h; neutral wells = 0, positive control = 100; activation (reporter increase), % at 12.5 µM; 0.3% of 340,000 active; AID 602342, 2012;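 active = mean replicate activation score at least 90 and every replicate individually at or above 90; inconclusive = only one of the two criteria met; inactive = neither criterion met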;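 note: higher luciferase means less miR-122 activity so hits act as miR-122 inhibitors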
SIRT5 inh = SIRT5 desuccinylase inhibitors, primary screen, biochemical, fluorescence imaging, single point, set 5 | NAD-dependent protein deacylase sirtuin-5, mitochondrial (Homo sapiens), Q9NXA8 | Purified SirT5, succinyl-peptide AMC, trypsin-coupled fluorescence | inhibition, % at 15 µM | 1.1% of 330,000 active; in the data active = inhibition above about 15%; inconclusive = no clear call, values can overlap the other calls
Target sequence (Q9NXA8 whole entry, looked up): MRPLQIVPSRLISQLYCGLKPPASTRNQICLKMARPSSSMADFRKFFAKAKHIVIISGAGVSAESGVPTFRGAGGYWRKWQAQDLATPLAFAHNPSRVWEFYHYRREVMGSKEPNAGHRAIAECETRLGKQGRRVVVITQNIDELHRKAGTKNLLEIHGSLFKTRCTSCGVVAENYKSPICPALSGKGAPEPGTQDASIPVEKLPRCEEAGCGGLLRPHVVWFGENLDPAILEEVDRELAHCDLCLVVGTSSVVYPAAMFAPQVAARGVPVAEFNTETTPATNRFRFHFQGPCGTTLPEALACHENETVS
ERAP1 HTS inh = human ERAP1 aminopeptidase inhibitors, primary screen, biochemical, single point, plate reader. recombinant ERAP1, Leu-AMC fluorescence, 60 min. inhibition, % at 10.7 µM. 0.15% of 340,000 active;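 active = mean replicate inhibition of at least 30%, or all replicates individually reaching that 30% level; inactive = mean below 30% and not every replicate reaching it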;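 note: 0% = neutral control wells and 100% = L-leucinethiol positive control wells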
DENV2 CPE rescue = inhibitors of DENV2 cytopathic effect, primary screen, cell-based, plate reader, single concentration; DENV2-infected cells, cytopathic effect rescue; CPE inhibition, % at 9.99 µM; 1.7% of 350,000 active; AID 651640, 2012; in the data active = CPE inhibition above about 20%, passing the limit was not always enough; inconclusive = no clear call, values can overlap the other calls; tested in BHK-21 cells;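 note: 0% = median of neutral control wells and 100% = median of positive control wells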
ERp5 block = inhibitors of ERp5-driven insulin aggregation, primary screen, biochemical, turbidity, absorbance 650 nm, single point; 0.05% of 350,000 active; AID 651711, 2012; Protein disulfide-isomerase A6 (Homo sapiens), Q15084; 90 min; inhibition, % at 9.99 µM;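 active = mean replicate inhibition above about 25%, with every replicate also reaching it, limit read from the data, passing the limit was not always enough; inconclusive = only one of those two criteria met; inactive = neither criterion met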
Target sequence (Q15084 whole entry, looked up): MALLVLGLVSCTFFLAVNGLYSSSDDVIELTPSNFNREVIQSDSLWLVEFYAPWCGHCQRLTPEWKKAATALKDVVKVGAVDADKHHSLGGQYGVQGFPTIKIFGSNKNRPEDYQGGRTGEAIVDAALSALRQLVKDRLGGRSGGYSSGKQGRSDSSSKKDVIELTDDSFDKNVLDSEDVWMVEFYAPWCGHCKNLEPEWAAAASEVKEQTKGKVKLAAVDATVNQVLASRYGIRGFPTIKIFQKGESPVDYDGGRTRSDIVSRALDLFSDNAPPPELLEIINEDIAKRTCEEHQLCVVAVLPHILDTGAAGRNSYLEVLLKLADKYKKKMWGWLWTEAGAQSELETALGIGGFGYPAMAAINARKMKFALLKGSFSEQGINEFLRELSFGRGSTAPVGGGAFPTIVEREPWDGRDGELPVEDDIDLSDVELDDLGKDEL
Casp6 inh = human caspase-6 inhibitors, primary screen, biochemical, VEID-R110 fluorescence, single point, set 2. 0.53% of 350,000 active. inhibition, % at 12.5 µM. P55212. purified caspase-6, Z-VEID-R110 cleavage fluorescence;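 active = mean inhibition across replicates at least about 35%, with every replicate also reaching that limit, limit read from the data; inconclusive = only one of the two criteria met; inactive = neither criterion met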;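 note: 0% = median of neutral control wells and 100% = no fluorescence left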
Target sequence (P55212 24-179 limits assumed): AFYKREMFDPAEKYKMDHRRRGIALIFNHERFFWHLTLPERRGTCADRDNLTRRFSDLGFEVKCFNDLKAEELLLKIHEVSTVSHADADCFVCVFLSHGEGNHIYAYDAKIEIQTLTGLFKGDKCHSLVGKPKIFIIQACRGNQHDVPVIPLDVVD
Target sequence (P55212 194-293 limits assumed): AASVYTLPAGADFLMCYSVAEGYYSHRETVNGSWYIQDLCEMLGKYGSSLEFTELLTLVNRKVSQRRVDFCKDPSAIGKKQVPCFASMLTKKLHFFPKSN
CFTR F508del cor = F508del CFTR correction, initial screen, CFBE line, single point. CFBE cells, YFP halide quenching; stimulated with forskolin plus potentiator P3; % fluorescence drop versus neutral controls. activity (quench increase), % at 7.58 µM. 0.36% of 350,000 active;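 active = mean added fluorescence quench of at least 8% versus neutral control, with both replicates also reaching 8%; inconclusive = only one of the mean or replicate conditions met; inactive = mean below 8% and not both replicates reaching 8%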;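 note: cells transiently co-express mutant CFTR-F508del with the halide-sensitive YFP; corrector assay measuring rescue of mutant channel to the surface after 24 h compound exposure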
The depositor's hits bear a star; ? = inconclusive; nt = no result given; [ ] = dose if it differs, or a comment. Hits appear at their usual frequency; about 4% have a hit in one of these screens.

SMILES	miR122 inh	SIRT5 inh	ERAP1 HTS inh	DENV2 CPE rescue	ERp5 block	Casp6 inh	CFTR F508del cor
CC(C)C1C(c2ccccc2)N(C)C(c2ccccc2)CC1(O)c1ccccc1 (configuration not stated)	-1	0	0	3	-4	0	0.8
CCOC(=O)c1ccc(NC(=O)c2nc[nH]c2C(=O)NCc2ccccc2)cc1	0	-2	-2	2	0	3	-0.7
Cc1ccc(S(=O)(=O)N[C@@H]2CC[C@H](CCNC(=O)Nc3ccc(Cl)cc3)O[C@H]2CO)cc1	nt	-1	0	?	-3	-2	-0.2
N#C[C@H]1[C@H](c2ccc(C#CC3CCCCC3)cc2)[C@H](CO)N1C(=O)Nc1ccc(F)cc1	nt	2	-1	7	-3	1	5.3
CC(=O)N1[C@H](C(=O)NCc2ccccc2Cl)[C@@H](CO)[C@@H]2Cn3c(ccc(-c4cncnc4)c3=O)[C@@H]21	nt	-30	10	-4	2	5	nt
CC(C)(C)[S@](=O)N1Cc2cc(C(=O)NCCN3CCCC3)nc(-c3cccc(-c4cccc(C#N)c4)c3)c2[C@@H]1CCO	nt	0	3	5	2	-1	2.1
O=C(N/N=C/c1ccccn1)c1cccc(NC(=O)c2ccccc2Cl)c1	nt	9	-4	10	0	-1	3.1
CCN(CC)CCn1c2c(c(SCC(=O)Nc3ccc4c(c3)OCCO4)nc1=O)CCC2	nt	-1	-8	3	-4	-2	1.0
C[C@H](CO)N1C[C@H](C)[C@H](CN(C)C(=O)c2ccncc2)Oc2ncc(C#CC3CCCC3)cc2C1=O	15[16.7 µM]	-2	1	19	1	-1	0.6
C[C@H](CO)N1C[C@H](C)[C@@H](CN(C)S(=O)(=O)c2cccs2)OCCCC[C@H](C)Oc2ccc(NC(=O)Cc3ccccc3)cc2C1=O	20[16.7 µM]	nt	nt	-1	nt	nt	-4.7
O=S(=O)(c1cccs1)N1CN(C2CCCCC2)c2nc3ccccc3nc21	-13	-1	-3	-3	-2	1	3.2
Cc1cc(-c2nc(C)c(-c3nnc(SCC(=O)Nc4cc(Cl)cc(Cl)c4)n3C)s2)no1	nt	-18	2	?	-1	-1	-2.5
CC(C)CN(C(=O)CN1CCN(S(=O)(=O)c2ccc3ccccc3c2)CC1)c1c(N)n(CC(C)C)c(=O)[nH]c1=O	-5	nt	0	?	-2	1	-0.2
Cc1noc(C)c1NC(=O)N(C)C[C@@H]1OCCCC[C@@H](C)Oc2ccc(NC(=O)NC(C)C)cc2C(=O)N([C@H](C)CO)C[C@H]1C	nt	-2	-1	-7	-1	0	-1.8
Cc1cc(C)c(S(=O)(=O)Nc2ccc(N(C)C)cc2)c(C)c1-n1cnnn1	69	-1	-1	-5	1	3	-2.8
CCOC(=O)CC1=NN(c2ccccc2)C(=O)C1	nt	-3	3	-3	-4	3	-0.1
N/C(=N\NC(=O)c1ccccc1Cl)c1cc2ccccc2oc1=O	nt	0	0	-1	2	-1	nt
C[C@@H]1CN([C@H](C)CO)S(=O)(=O)c2ccc(C#Cc3cccc(F)c3)cc2O[C@@H]1CN(C)C	-11[16.7 µM]	-3	2	-2	4	0	-0.6
O=C(C[C@H]1CC[C@H]2[C@@H](COC[C@@H](O)CN2C(=O)c2ccccc2)O1)NC1Cc2ccccc2C1	-1[16.7 µM]	2	2	17	1	-3	0.2
O=C(COC(=O)Cc1ccc(Br)cc1)NCC1CCCCC1	nt	-1	5	?	-2	7	1.6
COc1ccc(OC)c(N/C(=N/c2nc(C)cc(C)n2)NC(C)=O)c1	-5	0	1	4	4	53*	-2.4
CCOc1ccc2nc(C(=O)N3CCCC(C)C3)sc2c1 (configuration not stated)	0	3	1	10	?	1	nt
C[C@H](CO)N1C[C@H](C)[C@@H](CN(C)Cc2ccc(Oc3ccccc3)cc2)Oc2ccc(NS(=O)(=O)c3cn(C)cn3)cc2C1=O	1[16.7 µM]	-4	6	4	0	0	-3.4
O=c1[nH]c2cc(Cl)c(Br)cc2o1	-6	-2	-10	157*	3	-1	nt
CCC(=O)Nc1ccc2c(c1)OC[C@H](C)N(Cc1ccccn1)C[C@@H](C)[C@H](OC)CN(C)C2=O	nt	-1	2	32*	2	-5	-0.6
N#CCCn1cc(/C=N/NC(N)=S)c(-c2ccc(Br)cc2)n1	nt	-1	1	-3	-16	-4	1.4
O=C(NCC[C@H]1CC[C@H](NC(=O)C2CCC2)[C@H](CO)O1)c1cnccn1	nt	2	5	1	1	-3	2.2
C[C@@H]1CN([C@@H](C)CO)C(=O)c2cc(C#Cc3ccccn3)cnc2O[C@@H]1CN(C)Cc1cccnc1	-4[16.7 µM]	4	-1	-2	1	0	2.1
O=C(N/N=C/c1ccccn1)c1cccc(S(=O)(=O)N2CCCC2)c1	6	-3	-1	2	-4	0	-1.4
Cc1noc(C)c1NC(=O)N(C)C[C@@H]1Oc2ccc(NC(=O)Nc3cccc4ccccc34)cc2C(=O)N([C@H](C)CO)C[C@@H]1C	-12[16.7 µM]	4	0	15	-3	1	-1.1
CN1C(=O)c2cc(NC(=O)c3ccccc3Cl)ccc2OC[C@@H]2O[C@@H](CC(=O)NCC(F)(F)F)CC[C@@H]21	nt	2	3	-2	1	1	nt
COc1cccc(-c2ccc3n(c2=O)C[C@@H]2[C@@H](CO)[C@H](C(=O)NC4Cc5ccccc5C4)N[C@H]32)c1	nt	-23	2	-3	-1	0	nt
COc1ccc(CC(=O)NNS(=O)(=O)c2ccc([N+](=O)[O-])cc2)cc1OC	nt	-2	-4	0	-3	5	-0.2
O=C(/C(=C/O)N=Nc1cccc(C(F)(F)F)c1)c1ccccc1	nt	3	7	-3	-3	1	nt
CC(C)C[C@@H](CN1CCC[C@H]1CN1C(=O)C(=O)NC[C@@H]1Cc1ccccc1)N1C[C@H](Cc2ccccc2)N(CC2CCCCCC2)C(=O)C1=O	nt	7	-10	-1	-3	-1	2.6
O=C(N/N=C/c1ccc([N+](=O)[O-])o1)c1cn2ccc3ccccc3c2n1	nt	-5	0	0	nt	4	0.3

Entries of single compounds, quoted from the list:
C[C@@H]1CN([C@@H](C)CO)C(=O)c2cc(C#Cc3ccccn3)cnc2O[C@@H]1CN(C)Cc1cccnc1 in the list: miR122 inh = -4[16.7 µM]; SIRT5 inh = 4; ERAP1 HTS inh = -1; DENV2 CPE rescue = -2; ERp5 block = 1; Casp6 inh = 0; CFTR F508del cor = 2.1
CN1C(=O)c2cc(NC(=O)c3ccccc3Cl)ccc2OC[C@@H]2O[C@@H](CC(=O)NCC(F)(F)F)CC[C@@H]21 in the list: miR122 inh = nt; SIRT5 inh = 2; ERAP1 HTS inh = 3; DENV2 CPE rescue = -2; ERp5 block = 1; Casp6 inh = 1; CFTR F508del cor = nt

Next section
SMILES	miR122 inh	SIRT5 inh	ERAP1 HTS inh	DENV2 CPE rescue	ERp5 block	Casp6 inh	CFTR F508del cor
CN(C)C(=O)c1ccc(-c2ccc3c(c2)[C@@H]2[C@@H](CCN2C(=O)C2CCOCC2)[C@@H](CO)N3C)cc1	1[16.7 µM]	-7	1	-1	1	-3	-0.8
O=C(Nc1ccc2c(c1)[C@@H]1C[C@@H](CC(=O)N3CCOCC3)O[C@@H](CO)[C@@H]1O2)Nc1ccccc1F	-1[16.7 µM]	-1	-1	-2	2	3	0.2
O=C(COC(=O)c1ccccc1O)NCC1COc2ccccc2O1 (configuration not stated)	1	0	0	-1	-4	-1	-0.4
COc1cc(OC)cc(-c2cc3cc(F)ccc3cn2)c1	-5	nt	nt	-8	-2	-2	0.3
O=S1(=O)NC(=NCc2ccccc2)c2ccccc21	30	0	1	-3	9	1	1.0
O=C(Nc1ccc2c(c1)OCCO2)C1CCN(S(=O)(=O)c2ccc3c(c2)OCCO3)CC1	4	-2	1	nt	-1	2	nt
O=S(=O)(NC[C@H]1[C@H](c2ccccc2)[C@H](CO)N1CC1CC1)c1ccccc1	21[16.7 µM]	-4	-5	16	1	-1	-0.6
Cc1ccccc1S(=O)(=O)NC(=O)C1(C)CCN1C(=O)C1(c2ccccc2)CC1 (configuration not stated)	14	-11	3	2	8	1	-0.9
COC(=O)[C@H](Cc1ccccc1)NC(=O)c1cc(COc2c(F)cccc2F)on1	0	-3	2	0	1	-3	-3.9
COc1ccc(-c2ccccc2[C@H]2[C@@H](CO)N(C(=O)c3cccnc3)[C@H]2C#N)cc1	nt	-2	3	-6	-7	-1	-1.4
COc1ccc(N2CCN(C(=S)Nc3ccc(C)cc3C)CC2)cc1	nt	-2	-1	1	1	-1	-1.2
COc1ccc(NC(=O)N(C)C[C@H]2Oc3ccc(NS(=O)(=O)c4cccs4)cc3CC(=O)N([C@@H](C)CO)C[C@H]2C)cc1	1[16.7 µM]	nt	nt	-7	nt	nt	-5.8

Quoted from above (12 entries):
SMILES	miR122 inh	SIRT5 inh	ERAP1 HTS inh	DENV2 CPE rescue	ERp5 block	Casp6 inh	CFTR F508del cor
O=C(/C(=C/O)N=Nc1cccc(C(F)(F)F)c1)c1ccccc1	nt	3	7	-3	-3	1	nt
CC(C)C[C@@H](CN1CCC[C@H]1CN1C(=O)C(=O)NC[C@@H]1Cc1ccccc1)N1C[C@H](Cc2ccccc2)N(CC2CCCCCC2)C(=O)C1=O	nt	7	-10	-1	-3	-1	2.6
O=C(N/N=C/c1ccc([N+](=O)[O-])o1)c1cn2ccc3ccccc3c2n1	nt	-5	0	0	nt	4	0.3
CN(C)C(=O)c1ccc(-c2ccc3c(c2)[C@@H]2[C@@H](CCN2C(=O)C2CCOCC2)[C@@H](CO)N3C)cc1	1[16.7 µM]	-7	1	-1	1	-3	-0.8
O=C(Nc1ccc2c(c1)[C@@H]1C[C@@H](CC(=O)N3CCOCC3)O[C@@H](CO)[C@@H]1O2)Nc1ccccc1F	-1[16.7 µM]	-1	-1	-2	2	3	0.2
O=C(COC(=O)c1ccccc1O)NCC1COc2ccccc2O1 (configuration not stated)	1	0	0	-1	-4	-1	-0.4
COc1cc(OC)cc(-c2cc3cc(F)ccc3cn2)c1	-5	nt	nt	-8	-2	-2	0.3
O=S1(=O)NC(=NCc2ccccc2)c2ccccc21	30	0	1	-3	9	1	1.0
O=C(Nc1ccc2c(c1)OCCO2)C1CCN(S(=O)(=O)c2ccc3c(c2)OCCO3)CC1	4	-2	1	nt	-1	2	nt
O=S(=O)(NC[C@H]1[C@H](c2ccccc2)[C@H](CO)N1CC1CC1)c1ccccc1	21[16.7 µM]	-4	-5	16	1	-1	-0.6
Cc1ccccc1S(=O)(=O)NC(=O)C1(C)CCN1C(=O)C1(c2ccccc2)CC1 (configuration not stated)	14	-11	3	2	8	1	-0.9
COC(=O)[C@H](Cc1ccccc1)NC(=O)c1cc(COc2c(F)cccc2F)on1	0	-3	2	0	1	-3	-3.9

(next part)
SMILES	miR122 inh	SIRT5 inh	ERAP1 HTS inh	DENV2 CPE rescue	ERp5 block	Casp6 inh	CFTR F508del cor
O=C(NCc1ccc(Cl)cc1Cl)Nc1ccccc1	nt	2	14	-1	4	2	-1.4
CCCc1c(C(=O)N/N=C(\C)CCc2ccc(OC)cc2)nnn1-c1nonc1N	-2	-3	2	-4	-4	3	1.6
COc1ccc(NS(=O)(=O)c2ccc(N3CC(O)=C(c4ccccc4)C3=N)cc2)cc1	nt	0	3	14	?	-2	-4.3
CC(C)NC(=O)N(C)C[C@H]1OCCCC[C@@H](C)Oc2ccc(NS(C)(=O)=O)cc2C(=O)N([C@H](C)CO)C[C@H]1C	12[16.7 µM]	1	-3	-1	-2	0	-1.3

High-throughput results from PubChem BioAssay.
